# BoNT-F LC inh: BoNT F light chain protease inhibition; Multiplex microsphere protease cleavage assay, flow cytometry; inhibition, % at 10 µM; 360,000 tested, 0.22% active; AID 588497; in the data active = inhibition above about 35%, passing the limit was not always enough; inconclusive = no clear call, values can overlap the other calls; also: plate controls were buffer without enzyme for full effect and enzyme alone for no effect
# Mtb UGM inh: Mtb UDP-galactopyranose mutase inhibition. purified UGM, fluorescence polarization probe displacement. inhibition, % at 10 µM. 320,000 tested, 0.06% active. AID 504406; in the data active = inhibition above about 10%, passing the limit was not always enough; inconclusive = no clear call, values can overlap the other calls
# Target sequence (P9WIQ1 whole entry, looked up): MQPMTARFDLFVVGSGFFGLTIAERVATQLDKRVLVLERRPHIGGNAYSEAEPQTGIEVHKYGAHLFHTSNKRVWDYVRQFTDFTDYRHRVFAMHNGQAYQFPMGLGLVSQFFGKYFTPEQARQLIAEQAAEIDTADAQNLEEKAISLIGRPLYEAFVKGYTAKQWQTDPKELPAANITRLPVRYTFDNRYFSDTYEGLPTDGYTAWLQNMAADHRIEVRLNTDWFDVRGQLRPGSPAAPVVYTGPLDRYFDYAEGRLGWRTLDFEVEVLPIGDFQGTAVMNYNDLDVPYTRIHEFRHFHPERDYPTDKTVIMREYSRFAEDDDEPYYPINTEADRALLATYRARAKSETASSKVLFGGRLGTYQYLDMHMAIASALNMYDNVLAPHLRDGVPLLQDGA
# MazF activator: MazEF (E. coli) toxin RNase activation. FAM/BHQ RNA-DNA oligo cleavage fluorescence, 5 h. activation, % at 20 µM. 350,000 tested, 0.32% active. AID 504720; in the data active = activation above about 50%
# Target sequence (P0AE70 whole entry, looked up): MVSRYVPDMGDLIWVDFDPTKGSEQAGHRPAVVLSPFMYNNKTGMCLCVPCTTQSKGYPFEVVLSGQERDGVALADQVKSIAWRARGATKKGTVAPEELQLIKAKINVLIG
# GDH-TPI counter: counter-screen for M. tuberculosis FBA inhibitors: GDH-TPI coupled enzymes | inhibition, % at 4.8 µM | GDH-TPI coupled enzyme counterscreen, NADH absorbance | 360,000 tested, 1.2% active | AID 588335;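 also: 0% = DMSO wells and 100% = wells lacking the enzyme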
# BioA inh: BioA (M. tuberculosis) enzyme inhibition | purified M. tuberculosis BioA enzyme, plate reader | inhibition, % at 9.99 µM | 360,000 tested, 0.096% active; in the data active = inhibition above about 40%; inconclusive = no clear call, values can overlap the other calls
# CCHF vOTU inh: CCHFV vOTU protease inhibition. inhibition, % at 11.5 µM. Pep-AMC fluorescence. 370,000 tested, 0.55% active; also: 0% = vehicle wells with enzyme and 100% = no enzyme wells
# Rv3671c inh: inhibitors of M. tuberculosis serine protease Rv3671c | P9WHR9 | inhibition, % at 5.96 µM | 320,000 tested, 0.048% active; in the data active = inhibition above about 38%;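 also: extracellular domain of Rv3671c used as enzyme; 0% = enzyme with DMSO and 100% = no enzyme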
# Target sequence (P9WHR9 whole entry, looked up, the tested form may be a part): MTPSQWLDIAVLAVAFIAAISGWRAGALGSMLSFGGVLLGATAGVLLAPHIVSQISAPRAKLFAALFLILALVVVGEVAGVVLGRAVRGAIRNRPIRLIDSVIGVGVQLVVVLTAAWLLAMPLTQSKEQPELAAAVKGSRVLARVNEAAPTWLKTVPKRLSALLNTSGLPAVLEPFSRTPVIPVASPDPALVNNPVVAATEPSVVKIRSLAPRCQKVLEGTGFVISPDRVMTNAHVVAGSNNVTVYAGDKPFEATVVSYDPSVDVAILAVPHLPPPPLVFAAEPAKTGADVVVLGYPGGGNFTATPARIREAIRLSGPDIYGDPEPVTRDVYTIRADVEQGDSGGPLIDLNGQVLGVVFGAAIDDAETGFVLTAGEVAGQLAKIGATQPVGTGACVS
# FBA Mtb inh: Mtb fructose-bisphosphate aldolase inhibition; AID 588726; 360,000 tested, 2.3% active; inhibition, % at 1 µM; purified M. tuberculosis FBA, fluorescence read-out; P9WQA3; in the data active = inhibition above about 27%;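 also: 0% = vehicle and 100% = reference inhibitor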
# FadD28 FP inh: inhibitors of Mycobacterium tuberculosis FadD28 bisubstrate binding | FadD28 bisubstrate probe binding, fluorescence polarization | 360,000 tested, 0.22% active | inhibition, % at 12.5 µM; in the data active = inhibition above about 8.5%, passing the limit was not always enough; inconclusive = no clear call, values can overlap the other calls
# DUSP3 inh: DUSP3 (human) phosphatase inhibition. recombinant VHR phosphatase, pNPP absorbance. inhibition, % at 13.3 µM. 290,000 tested, 0.52% active; in the data active = inhibition above about 50%; also: some compounds called inactive have numbers as strong as hits
# The depositor's hits bear a star; ? = inconclusive; · = no result given. Rule as the data show it, unless noted: active = inhibition above about 30%; inactive = the rest.
SMILES,BoNT-F LC inh,Mtb UGM inh,MazF activator,GDH-TPI counter,BioA inh,CCHF vOTU inh,Rv3671c inh,FBA Mtb inh,FadD28 FP inh,DUSP3 inh
CCOc1ccc2nc(NC(=O)CSc3nnc(-c4ccncc4)n3CC3CCCO3)sc2c1 (configuration not stated),2,0.4,1,-7,-1.3,2,-11,4,-1.6,22
COc1ccc(C(C(=O)NCCC(C)C)N(CCCO)C(=O)c2snc(C(N)=O)c2N)cc1OC (configuration not stated),-2,-1.9,14,-6,-0.3,-2,4,2,-3.3,5
O=c1c2ccccc2nc(/C=C/c2c[nH]c3ccccc23)n1CCO,-7,-3.7,23,3,·,5,4,0,-0.1,30
Cn1c(=O)c2cc(NC(=S)NC3CC3)ccc2n1Cc1ccccc1,-3,·,·,3,5.6,-31,·,41*,-0.8,·
COc1ccc(-c2csc(NC(=O)CN3C(=O)CCC3=O)n2)cc1OC,1,-1.3,1,-3,·,2,8,-5,-3.3,46
O=C(Cc1ccc(Br)cc1)N1CCN(c2ccccn2)CC1,-4,0.1,1,3,·,7,-4,7,-1.1,-2
CC(C(=O)Nc1ccc(Br)cc1C(=O)c1ccccc1)N1CCOCC1 (configuration not stated),?,-1.4,0,0,2.8,9,6,2,-2.1,2
CC(OC(=O)c1c[nH]c2ccccc12)C(=O)N1CCCC1 (configuration not stated),-12,1.2,4,-2,-1.2,-17,7,2,-1.8,·
O=C(COC(=O)C1COc2ccccc2O1)Nc1ccc(Cl)cc1 (configuration not stated),-7,3.5,11,3,-0.3,2,3,-2,-2.2,·
COc1ccc(C(=O)CC(=O)C(=O)Nc2cc(OC)ccc2OC)cc1,?,1.2,8,15,·,-1,-4,2,-1.3,26
COc1cc(S(=O)(=O)N2CCCC3(CCCCC3)C2)ccc1-n1cnnn1,-5,-0.5,6,-8,·,-8,1,-3,-5.4,-38
COC(=O)C1CSC(C)(C)C(=O)N1 (configuration not stated),-1,-5.0,1,1,-6.8,-8,1,0,-0.8,14
O=C(Nc1cccnc1)c1ccc(NS(=O)(=O)c2cccc([N+](=O)[O-])c2)cc1,-11,3.5,4,10,·,-4,5,0,-0.2,-5
COc1ccc(OC)c(NC(=O)COC(=O)COc2ccc(Nc3ccccc3)cc2)c1,-2,-2.1,-3,8,-0.3,5,8,-2,-3.6,·
CN1C(=O)C(C2c3ccccc3C(=O)N2Cc2ccc([N+](=O)[O-])cc2)C(=O)N(C)C1=O (configuration not stated),8,-0.1,-3,6,-2.1,-1,0,0,-0.6,7
C=CCOc1c2ccc(C(=O)NCc3ccc(OC)cc3)cc2nn1C,-1,-1.2,6,-2,-1.1,-14,0,15,-1.7,23
Cc1nc(S(=O)(=O)N2CCN(C3c4ccccc4-c4ccccc43)CC2)cn1C,8,-1.2,9,4,-2.3,9,-2,5,1.6,19
O=C(Nc1ccccc1N1CCOCC1)c1cc2ccccc2o1,8,1.7,-10,0,-0.1,7,-17,-1,0.3,34
COc1cc(C(c2c(C(=O)O)[nH]c3ccccc23)c2c(C(=O)O)[nH]c3ccccc23)ccc1OCc1ccccc1,-1,2.9,-4,6,6.0,39*,7,2,32*,6
COc1ccc(-c2nc(-c3ccc(NC(=O)c4ccncc4)cc3)no2)cc1OC,-2,-2.6,14,20,1.6,·,-39,-2,-3.6,8
CN(C)CCOC(=O)C1(c2ccccc2)CCCC1,-1,1.2,2,3,-2.4,-12,-3,0,-0.2,18
CC(=O)NCCc1ccc(S(=O)(=O)Nc2ccc(C)c(S(=O)(=O)N3CCOCC3)c2)cc1,8,0.1,-30,2,-1.2,4,7,-4,-1.3,23
CCOC(=O)c1ccc(S(=O)(=O)N2CCN(CC(=O)NC(=O)NC(C)(C)C)CC2)cc1,-10,1.3,0,2,2.2,-4,1,1,-1.4,23
Cc1ccc(C(=O)OCC(=O)NC2CCCC(C)C2C)cc1S(=O)(=O)N1CCCCC1 (configuration not stated),2,0.1,4,4,-0.7,5,0,-2,-0.2,·
O=C(NNC(=O)c1ccco1)c1ccc(NS(=O)(=O)c2cccs2)cc1,2,0.1,1,0,·,2,-3,0,-0.8,·
Cc1cc(C)cc(N2C(=O)NC(=O)/C(=C\c3cccn3-c3ccc(Cl)cc3)C2=O)c1,-7,1.3,-10,1,-1.7,0,-10,1,-0.4,-8
CCCOc1ccc(/C=N/NC(=O)CN2CCCCC2)cc1OCC,-7,2.6,-5,13,2.1,-2,3,0,-2.4,16
CC(=O)c1ccc(OCC(=O)OCC(=O)NCc2ccco2)cc1,-2,0.5,3,6,-1.5,10,12,-2,-1.2,·
CCOc1cc(N2CCOCC2)c(OCC)cc1NC(=O)CN1C(=O)NC2(CCc3ccccc32)C1=O (configuration not stated),?,2.4,-1,-2,-0.2,19,7,2,-1.3,13
Cc1nc(Nc2ccccc2)sc1C(=O)Nc1ccccc1,-1,1.9,14,18,·,9,-8,-1,-2.9,22
O=C1C(=NO)CCCc2ccccc21,-3,·,14,-3,0.7,-1,·,-3,-2.4,·
COc1ccccc1C(=O)N/N=C(\C)CC(=O)Nc1ccc(Nc2ccccc2)cc1,5,0.3,2,-1,5.0,-9,9,-5,-3.4,-4
CCc1cc2c(N3CCN(c4nnc(CC)s4)CC3)ncnc2s1,-2,-0.3,14,-2,13,·,9,-11,-2.4,40
Cc1cccc(-n2nc(C(=O)c3ccco3)cc(-c3nc4ccccc4[nH]3)c2=N)c1,-2,1.8,8,14,1.0,-14,1,-3,-1.9,-14
O=C(/C=C/c1ccc(F)cc1)NC(=S)N1CCCCC1c1cccnc1 (configuration not stated),?,-0.6,0,-2,3.9,-4,-4,6,0.4,21
O=C(NC(Cc1ccccc1)C(=O)O)/C(=C/c1ccccc1)NC(=O)c1ccc(Br)o1 (configuration not stated),-25,1.6,-3,-3,·,-13,-3,0,1.0,10
COc1ccc(S(=O)(=O)Nc2nc3ccccc3nc2NCc2ccc3c(c2)OCO3)cc1,0,0.0,0,-3,-0.8,1,-3,2,-1.6,9
Cc1c(NC(=O)C(=O)N/N=C/c2cccs2)c(=O)n(-c2ccccc2)n1C,-6,-1.1,4,6,·,-4,4,1,-4.1,9
Cc1ccc(N2CCN(c3ccc(NC(=O)CCC(=O)O)cc3)CC2)cc1,-1,-2.4,0,4,-0.4,-7,-13,-1,0.5,2
CCOc1cc(/C=N\NC(N)=O)cc(Br)c1OC(C)C,2,2.3,5,6,·,5,-3,2,-2.3,-11

# Of the compounds above, these have two or more sulfur atoms:
SMILES,BoNT-F LC inh,Mtb UGM inh,MazF activator,GDH-TPI counter,BioA inh,CCHF vOTU inh,Rv3671c inh,FBA Mtb inh,FadD28 FP inh,DUSP3 inh
CCOc1ccc2nc(NC(=O)CSc3nnc(-c4ccncc4)n3CC3CCCO3)sc2c1 (configuration not stated),2,0.4,1,-7,-1.3,2,-11,4,-1.6,22
CC(=O)NCCc1ccc(S(=O)(=O)Nc2ccc(C)c(S(=O)(=O)N3CCOCC3)c2)cc1,8,0.1,-30,2,-1.2,4,7,-4,-1.3,23
O=C(NNC(=O)c1ccco1)c1ccc(NS(=O)(=O)c2cccs2)cc1,2,0.1,1,0,·,2,-3,0,-0.8,·
CCc1cc2c(N3CCN(c4nnc(CC)s4)CC3)ncnc2s1,-2,-0.3,14,-2,13,·,9,-11,-2.4,40

# (further entries)
SMILES,BoNT-F LC inh,Mtb UGM inh,MazF activator,GDH-TPI counter,BioA inh,CCHF vOTU inh,Rv3671c inh,FBA Mtb inh,FadD28 FP inh,DUSP3 inh
CC1=C(Cl)C2=NS(=O)(=O)CCN2C=C1Cl,-4,-3.4,-18,8,·,-69,-10,89*,0.2,14
CC1CCN(C(=O)CCC(=O)Nc2nnc(C3CCCCC3)s2)CC1,2,-1.1,5,4,-1.5,0,-3,2,-2.1,17
O=C(O)c1cncc(C#Cc2ccccc2)c1,?,-1.1,4,11,·,10,-3,5,-6.0,16
CC1(c2ccc(Cl)cc2Cl)NC(=O)N(CC(=O)Nc2cccnc2Cl)C1=O (configuration not stated),6,5.0,3,0,0.3,7,-3,-3,-2.9,·
COc1ccc(C(=O)/C=C(\C)Nc2ccc(NC(C)=O)cc2)cc1,-3,-0.1,-5,15,-0.1,-3,-5,-2,-2.5,25
O=C(O)c1cc([N+](=O)[O-])ccc1N1CCCCC1,2,-4.8,-7,13,·,5,-1,-22,-1.7,-2
CN(C)CCC(=O)c1cccc(Br)c1,0,3.8,-4,-2,·,-11,10,-2,-0.9,2
CCC(=O)Nc1nc2ccc(NC(=O)COc3ccccc3)cc2s1,-5,3.1,-1,1,-2.4,-4,-3,1,-1.9,18
CCC(Sc1nc(-c2ccccc2)cc(=O)[nH]1)C(=O)O (configuration not stated),1,1.7,1,3,-2.4,-6,5,-1,-5.0,5
O=C(/C=C/c1cccc(Cl)c1)NCCc1ccccc1,-10,1.2,1,-3,-1.6,-5,-5,1,-1.0,-6
COc1ccc(-n2nnnc2C(c2cccs2)N2CCN(C/C=C/c3ccccc3)CC2)cc1 (configuration not stated),-11,·,·,·,-2.0,4,·,4,-1.8,·
Cc1cc2[nH]c3ccccc3c2cn1,-17,2.6,7,-7,-0.2,-14,-4,4,-4.5,9
CCCOCC(O)CCc1n[nH]c(=S)n1-c1ccccc1 (configuration not stated),2,-1.2,6,4,·,6,-1,-1,-2.0,16
N#Cc1c(Nc2ccccc2)c(C=O)c[nH]c1=O,10,0.4,-9,4,·,-10,-4,-2,0.1,2
Cc1ccc(C(=O)CCC(=O)N(C)CC(=O)Nc2ccccc2Br)cc1,5,0.8,0,-4,2.1,1,4,-3,-5.3,6
COc1ccc(NC(=O)CSc2n[nH]c(-c3ccccn3)n2)cc1,4,0.2,-11,-2,-1.0,-2,-8,-2,0.1,-14
Nc1c(N(Cc2ccccc2)C(=O)CCc2ccccc2)c(=O)[nH]c(=O)n1Cc1ccccc1,-11,-0.6,-2,-2,-1.2,-2,3,-2,-0.4,·
CC1(C)CC(=O)C(C=N)=C(O)C1,-36,-1.3,7,10,-1.0,4,-4,0,1.1,-21
CCOc1ncccc1C(=O)OCC(=O)N1CC(=O)Nc2ccccc21,-3,-0.8,6,-6,0.1,-2,-4,5,0.2,6
COc1ccccc1NC(=S)N1CCN(c2nc(-c3ccccc3)cs2)CC1,-4,-0.4,-2,-2,·,-13,8,1,-3.5,7

# Laid out differently: entries from further up
SMILES	BoNT-F LC inh	Mtb UGM inh	MazF activator	GDH-TPI counter	BioA inh	CCHF vOTU inh	Rv3671c inh	FBA Mtb inh	FadD28 FP inh	DUSP3 inh
CC1(C)CC(=O)C(C=N)=C(O)C1	-36	-1.3	7	10	-1.0	4	-4	0	1.1	-21
Cc1ccc(C(=O)CCC(=O)N(C)CC(=O)Nc2ccccc2Br)cc1	5	0.8	0	-4	2.1	1	4	-3	-5.3	6

# Next section.
SMILES,BoNT-F LC inh,Mtb UGM inh,MazF activator,GDH-TPI counter,BioA inh,CCHF vOTU inh,Rv3671c inh,FBA Mtb inh,FadD28 FP inh,DUSP3 inh
O=[N+]([O-])c1ccccc1/C=C/CN1CCSCC1,?,0.2,4,18,-2.2,10,-1,4,-2.4,6
O=C(Nc1ccccc1)N1CCN(c2ccccn2)CC1,6,3.6,-3,14,1.4,-5,-5,10,0.9,12
COc1ccc(C2NC(c3ccc(OC)cc3)C(C)C(=O)C2C)cc1 (configuration not stated),?,2.9,-4,-1,-1.8,15,3,1,-3.6,20
COC(=O)C1=NN(c2ccc(C)cc2)C2C(=O)N(c3ccccc3OC)C(=O)C12 (configuration not stated),?,-2.6,3,28,-0.5,8,9,-1,-1.8,21
COc1cc(-c2c(NC(=O)c3ccco3)oc3ccccc3c2=O)cc(OC)c1OC,2,1.2,7,24,-0.2,0,2,-3,1.0,66
COc1ccc(S(=O)(=O)N2CCC(C(=O)N[C@H](C(=O)N3CCCCCC3)C(C)C)CC2)cc1,2,-0.6,0,4,-1.1,20,-8,1,-3.1,18
Cc1cccc(C(=O)NC2CCN(C(=O)NCc3ccccc3)CC2)c1,1,2.3,2,-2,-0.9,6,4,0,-2.1,7
O=C(COC(=O)c1c(Cl)ccc(Cl)c1Cl)NC1CCS(=O)(=O)C1 (configuration not stated),1,0.5,-11,2,·,2,13,-2,-2.1,17
